Screening data deposited in PubChem BioAssay by National Center for Advancing Translational Sciences (NCATS).
mIDH1 inhibitor: blocks human mutant IDH1 R132H enzyme; O75874; 0.093% of 390,000 active; Potency, µM (titrated, usually from 76.6 µM), for inactives: at the highest dose activity change, negative = inhibition, usual class: inhibitors; IDH1-R132H enzyme, NADPH consumption, diaphorase/resazurin fluorescence; note: potency is the fitted concentration of half-maximal effect; % is set by controls: 0 for no effect and ±100 for the full control effect; nearly all actives have a fitted effect of over 65% in size
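IDH1-R132H (0.5 ug/mL) preincubated 30 min with compound, then NADPH (0.016 mM) and alpha-KG (2 mM) added; 80 min at RT, pH 7.5. Remaining NADPH coupled via diaphorase/resazurin to fluorescence (540/590 nm); concentration-response curves normalized to no-enzyme control.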
Vif-APOBEC3G blk: blocks the Vif interaction with human APOBEC3G. Q9HC16. HeLa A3G-eYFP + Vif (tagged APOBEC3G with the HIV-1 protein that degrades it), YFP fluorescence, overnight. Potency, µM (top dose mostly 46.1 µM), for the others: top-dose activity, negative = active, hits mostly inhibitors. 0.076% of 410,000 active;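 note: potency is the fitted concentration of half-maximal effect; % is set by controls: 0 for no effect and ±100 for the full control effect; nearly all actives have a fitted effect of over 60% in size; hits raise eYFP signal because A3G escapes Vif-driven loss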
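Read-out is eYFP fluorescence (Ex 488/Em 500-530) from Vif-expressing HeLa A3G-eYFP cells; more signal means A3G escaped Vif-mediated degradation. Cells plated overnight, compound pinned in, incubated overnight at 37 deg C.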
USP1-UAF1 inh: blocks the human USP1/UAF1 deubiquitinase complex; recombinant USP1/UAF1, Ub-Rhodamine cleavage fluorescence; Potency, µM (top dose mostly 57.1 µM), for inactives: at the highest dose activity change, negative = inhibition, most hits filed as inhibitors; 0.23% of 390,000 active; AID 743255; note: potency is the fitted concentration of half-maximal effect; % is set by controls: 0 for no effect and ±100 for the full control effect; nearly all actives have a fitted effect of over 60% in size; inactives centre near -12
Target sequence (O94782 whole entry, looked up): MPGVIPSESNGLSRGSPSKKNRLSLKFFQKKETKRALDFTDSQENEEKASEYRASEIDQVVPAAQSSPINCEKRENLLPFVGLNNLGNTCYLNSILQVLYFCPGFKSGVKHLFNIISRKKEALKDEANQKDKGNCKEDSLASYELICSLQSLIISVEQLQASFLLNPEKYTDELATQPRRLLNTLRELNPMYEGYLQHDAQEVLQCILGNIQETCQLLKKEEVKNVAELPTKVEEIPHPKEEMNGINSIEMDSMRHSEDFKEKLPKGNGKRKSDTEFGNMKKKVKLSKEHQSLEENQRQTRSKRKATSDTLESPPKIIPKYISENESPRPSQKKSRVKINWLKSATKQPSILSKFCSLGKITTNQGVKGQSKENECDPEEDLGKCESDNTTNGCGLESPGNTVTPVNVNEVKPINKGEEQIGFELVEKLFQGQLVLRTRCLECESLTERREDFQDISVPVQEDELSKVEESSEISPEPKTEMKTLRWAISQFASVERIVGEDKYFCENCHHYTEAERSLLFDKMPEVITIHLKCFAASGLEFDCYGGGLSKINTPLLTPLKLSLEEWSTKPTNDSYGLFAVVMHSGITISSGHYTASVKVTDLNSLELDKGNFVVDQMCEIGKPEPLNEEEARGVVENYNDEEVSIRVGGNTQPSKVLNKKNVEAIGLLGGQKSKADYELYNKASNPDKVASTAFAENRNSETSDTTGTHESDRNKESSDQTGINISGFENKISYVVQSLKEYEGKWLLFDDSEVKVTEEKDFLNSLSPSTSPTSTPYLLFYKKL
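Step one: compound is pinned into 1nM USP1/UAF1 in HEPES pH 7.8 buffer with TCEP. Step two: 15 min room-temperature incubation. Step three: Ub-Rho (150nM final) starts cleavage, tracked by fluorescence over six one-minute reads.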
rTrxR1 inhibitor: rat TrxR1 inhibition. Potency, µM (doses to about 114 µM), without a hit: at the highest dose activity change, negative = inhibition, most hits filed as inhibitors. 1% of 390,000 active. recombinant rTrxR1, NADPH fluorescence consumption, selenite substrate; note: potency is the fitted concentration of half-maximal effect; % is set by controls: 0 for no effect and ±100 for the full control effect; nearly all actives have a fitted effect of over 65% in size
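Rat TrxR1 (90 nM in the dispensed reagent) was pre-reduced with 400 uM NADPH for 5 min at room temperature, then incubated with compound for 15 min. After 400 uM selenite was added, NADPH fluorescence (Ex 340/Em 450 nm) was followed for 8 min.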
RGS4 inh: inhibitors of human regulator of G protein signaling 4; Transcreener GDP fluorescence polarization, RGS4-accelerated GTP hydrolysis; Potency, µM (top dose mostly 114 µM), without a hit: at the highest dose activity change, negative = inhibition, usual class: inhibitors; AID 504845; P49798; 0.039% of 390,000 active; note: potency is the fitted concentration of half-maximal effect; % is set by controls: 0 for no effect and ±100 for the full control effect; nearly all actives have a fitted effect of over 75% in size; some results filed as inactive show a strong effect at the top dose
Target sequence (P49798 whole entry, looked up): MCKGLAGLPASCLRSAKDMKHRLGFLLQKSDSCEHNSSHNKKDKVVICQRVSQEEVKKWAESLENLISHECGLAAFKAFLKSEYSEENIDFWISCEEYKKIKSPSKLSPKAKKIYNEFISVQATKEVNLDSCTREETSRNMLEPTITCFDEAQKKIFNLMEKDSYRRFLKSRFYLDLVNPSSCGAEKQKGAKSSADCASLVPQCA
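MLSMR compounds (23 nl, pin-transferred) preincubated 10 min at room temperature with a 500nM (2x) first reagent, then RGS4 at 900nM (2x) plus Transcreener GDP mix added; fluorescence polarization (620/688 nm) read before and after 90 min at 30 °C.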
Vif-APOBEC3F blk: inhibitors of Vif-A3F interaction; Potency, µM (titrated, usually from 46.1 µM), without a hit: at the top dose activity, negative = active; HeLa A3F-eYFP + Vif (tagged APOBEC3F with the HIV-1 protein that degrades it), YFP fluorescence increase; AID 602313; 0.2% of 390,000 active; note: potency is the fitted concentration of half-maximal effect; % of control where 0% means no effect; nearly all actives have a fitted effect of over 65% in size
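HeLa cells stably expressing Vif plus C-terminally eYFP-tagged A3F were seeded, incubated overnight at 37 deg C, dosed with compound, incubated overnight again at 37 deg C. Yellow fluorescence (Ex 488/Em 500-530) reported blocked Vif-mediated A3F-eYFP degradation.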
TrxR1 substrate: rat thioredoxin reductase 1 substrate activity; purified TrxR1 substrate turnover, NADPH consumption readout; Potency, µM (doses to about 114 µM), inactives show at the top dose activity change, negative = substrate turnover; O89049; 0.01% of 390,000 active; note: potency is the fitted concentration of half-maximal effect; % is set by controls: 0 for no effect and ±100 for the full control effect; nearly all actives have a fitted effect of over 50% in size
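Rat TrxR1, dispensed at 90 nM, was prereduced with 400 uM NADPH (final) for 5 min at ~22 deg C, then incubated with compound 15 min before 400 uM selenite. A first-read NADPH fluorescence drop versus no-compound background flagged substrates.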
Glioma ERSR ind: inducers of ER stress response in human glioma cells | U87-MG GRP78 promoter luciferase reporter, 16 h | Potency, µM, for the others: at the highest dose activation, hits mostly activators | 0.02% of 420,000 active; note: potency is the fitted concentration of half-maximal effect; series mostly up to about 76 µM; % of control where 0% means no effect; nearly all actives have a fitted effect of over 35% in size
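ERSR induction read as luciferase luminescence (Bright-Glo, 10 min at room temperature) in stably transfected human U87-MG glioma cells exposed to compounds for 16 h, using GRP78 as sensor.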
LDHA inh: blocks human lactate dehydrogenase A; P00338; purified LDHA, NADH/diaphorase-resazurin fluorescence; active compounds read low; activity change, % (values are at about 110 or 230 µM); 0.15% of 480,000 active; AID 1347041; in the data active = activity change below about -30%; inconclusive = mostly about -25% to -30%;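 note: plate controls were DMSO wells for no effect and wells without enzyme for full effect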
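Remaining NADH was detected by diaphorase (0.133 mg/mL) converting 37 µM resazurin to fluorescent resorufin, read at 0 and 20 minutes. The preceding 5-minute room-temperature reaction used 2 nM LDHA, 0.2 mM sodium pyruvate and 0.06 mM NADH at pH 7.4.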
Numbers without * were called inactive; ? = inconclusive; / = not tested or not shown; [ ] = another dose, or the depositor's remark. Unless noted, calls come from the whole dose curve; as a rule, active = well fitted curve in the direction sought with a large enough effect; inconclusive = small, poorly fitted or top-dose-only effect, or another doubt; inactive = no such curve, though single readings can be large; an effect the other way counts as inactive or inconclusive. Only part of the results is shown. The share of hits here may be higher or lower than overall.

item | SMILES | mIDH1 inhibitor | Vif-APOBEC3G blk | USP1-UAF1 inh | rTrxR1 inhibitor | RGS4 inh | Vif-APOBEC3F blk | TrxR1 substrate | Glioma ERSR ind | LDHA inh
1 | CCCN(CC(=O)Nc1ccccc1C)C(=O)CCCNC(=O)c1ccc(Cl)cc1 | -3% | -2% | -9% | 10% | 0% | -1% | 5% | -2% | -3
2 | Cc1ccc(S(=O)(=O)NNC(=O)c2ccc(NC(=O)C3CC3)cc2)cc1 | 0% | -1% | -26% | 32% | 13% | 2% | 7% | -3% | -3
3 | CC(C)(C)NC(=O)COC(=O)c1ccc(Cl)cc1O | -8% | 5% | -5% | 0% | 29% | 13% | -1% | 1% | 1
4 | O=C1CC(C(=O)N2CCc3ccccc32)CN1c1cccc(C(F)(F)F)c1 (stereo not drawn) | 1% | 0% | -9% | 8% | -37% | 2% | -2% | 1% | -5
5 | CCOc1ccc(CNC(=O)c2ccc(CS(=O)c3ccccc3)o2)cc1 (stereo not drawn) | -6% | 6% | -5% | 21% | 11% | -1% | -3% | 0% | -6
6 | O=C(O)c1ccc(N/N=C/c2c(F)cccc2Cl)cc1 | 4% | -6% | -22% | -14% | -25% | -9% | -10% | -17% | 0
7 | CCCc1nc(-c2cc3ccccc3[nH]c2=O)no1 | -8% | -7% | -19% | 13% | -10% | 24% | 40%[activator] | 2% | -4
8 | COc1ccc(CN(C)C(=O)c2ccc(COc3ccccc3)cc2)c(OC)c1 | -9% | -2% | -21% | 16%[57.1 µM] | -2% | -5% | 4%[57.1 µM] | -2% | 3
9 | O=C(CC1C(=O)NCCN1Cc1ccccc1C(F)(F)F)NCCn1cccn1 (stereo not drawn) | 20% | 3% | -17% | 11% | -4% | 0% | 10% | -4% | -3
10 | CCN(c1ccccc1)c1nnc(NC(=O)Nc2ccc(Br)cc2)s1 | -7% | 1% | -13% | 11% | 11% | 0% | -1% | -2% | -6
11 | CCOC(=O)C(CSCc1ccccc1)NC(=O)OC(C)(C)C (stereo not drawn) | 5% | -2% | -12% | 29%[57.1 µM] | 86%[activator] | -3% | 15%[57.1 µM] | -4% | 3
12 | CN(Cc1ccco1)C(=O)c1ccc(OC2CCN(Cc3ccccn3)CC2)cc1 | 8% | 4% | -12% | -6% | -24% | 3% | 3% | -4% | -1
13 | CC(C)(C)N1C(=O)Cc2c1nc(N)c1c(N)nc(N3CCCCC3CO)c(C#N)c21 (stereo not drawn) | 2% | -1% | ? | -28% | ? | 3% | 51%[activator] | -5% | 21
14 | O=C(c1ccc(Cl)c([N+](=O)[O-])c1)N1CCCc2ccccc21 | 6% | -4% | 1% | 1% | 4% | -5% | -9% | 2% | 0
15 | COc1ccc(Nc2oc(COc3ccc(Cl)cc3)nc2C#N)cc1 | 4% | -10% | -16% | -12% | -23% | 2% | -5% | -13% | -3
16 | CC(=O)Nc1ccc(S(=O)(=O)NCC(=O)OCC(=O)NCCc2ccccc2)cc1 | -2% | -5% | 6% | / | / | -3% | / | 4% | 1
17 | CCCCc1ccc(NC(=O)CN2C(=O)C3CCCCC3C2=O)cc1 (stereo not drawn) | 3% | -4% | -10% | 11% | 5% | -3% | -5% | -2% | -5
18 | NS(=O)(=O)c1ccc(NC(=O)CN2C(=O)CCC2=O)cc1 | 1% | 4% | -21% | 23% | -16% | 0% | 3% | -3% | -15
19 | Cn1ccsc1=NC(=O)c1ccc([N+](=O)[O-])o1 | 2% | -7% | -8% | ? | -8% | -1% | -11% | 0% | 6
20 | COC(=O)c1cc2occc2n1Cc1ccc(F)cc1Cl | -16% | -25% | -28% | 3% | 0% | -20% | -7% | 0% | 0
21 | CC1CCN(C(=O)CN(c2ccc3c(c2)OCCO3)S(=O)(=O)c2ccccc2)CC1 | 8% | 0% | ? | 10% | -3% | -2% | 5%[0.457 µM] | 0% | -8
22 | CCN1CCN(c2nc(-c3ccc(F)cc3)cc(=O)[nH]2)CC1 | -13% | -1% | -15% | 9% | 10% | -6% | -1% | -1% | -4
23 | CN1CCN(C(=O)/C=C/c2ccc(Cl)c(Cl)c2)CC1 | 7% | 1% | -6% | 3% | -27% | 2% | -1% | 3% | -2
24 | CCC1(CC)N=C(c2ccccc2)C(=S)N1 | 4% | -1% | -16% | 10% | -8% | -2% | 1% | 0% | -1

Profiles as entered above. Order of values: mIDH1 inhibitor | Vif-APOBEC3G blk | USP1-UAF1 inh | rTrxR1 inhibitor | RGS4 inh | Vif-APOBEC3F blk | TrxR1 substrate | Glioma ERSR ind | LDHA inh
CCCc1nc(-c2cc3ccccc3[nH]c2=O)no1 across the screens: -8% | -7% | -19% | 13% | -10% | 24% | 40%[activator] | 2% | -4
Cc1ccc(S(=O)(=O)NNC(=O)c2ccc(NC(=O)C3CC3)cc2)cc1 across the screens: 0% | -1% | -26% | 32% | 13% | 2% | 7% | -3% | -3

Carrying on:
item | SMILES | mIDH1 inhibitor | Vif-APOBEC3G blk | USP1-UAF1 inh | rTrxR1 inhibitor | RGS4 inh | Vif-APOBEC3F blk | TrxR1 substrate | Glioma ERSR ind | LDHA inh
25 | Cc1ccc2sc(N(CCCN(C)C)C(=O)c3ccc(Br)s3)nc2c1C | 8% | -12% | -25% | 12% | -17% | 2% | -1% | -5% | -1
26 | CCc1nnc(NC(=O)C2CCN(C(=O)NC3CCCCC3)CC2)s1 | 2% | 1% | -14% | -5% | -26% | 8% | -2% | -1% | -2
27 | CN(N=Nc1cccc([N+](=O)[O-])c1)c1ccccc1 | -4% | -16% | -19% | 11% | -3%[56.9 µM] | 11% | -6% | -1% | 1
28 | O=C(N/N=C/C(Br)=C/c1ccccc1)c1cnccn1 | -10% | ? | -17% | -22% | -40% | -1% | -13% | 1% | -5
29 | O=C(Nc1cccnc1Cl)c1cc(-c2ccccc2O)on1 | 5% | 0% | -5% | 20% | 10% | -28% | 8% | 8% | 0
30 | COc1ccc(OC)c(NC(=O)C2CCCN(S(C)(=O)=O)C2)c1 (stereo not drawn) | 2% | -6% | -10% | 14% | 16% | 2% | -1% | -3% | -4
31 | COc1ccc(C(=O)N[C@H](C(=O)NC2CCCCC2)C(C)C)cc1 | 6% | 0% | -15% | 20% | 12% | 6% | 3% | -4% | -2
32 | CCCCN1CC(C(=O)NCc2ccc(C)cc2)CC1=O (stereo not drawn) | 6% | 0% | -7% | 0% | 7% | 2% | -5% | -6% | -2
33 | O=C1/C(=C/c2cccnc2)SC(=NCc2ccccc2)N1Cc1ccccc1 | 2% | -11% | -15% | 9% | -25% | -34% | 6% | 0% | 1
34 | CC1=C(c2ccc(C)c(C)c2)S(=O)(=O)N=C1N1CCC(C(=O)NCc2ccc(N(C)C)cc2)CC1 | / | / | ? | 3%[57.1 µM] | -21% | / | -5%[57.1 µM] | / | -7
35 | Cc1nnc(N/N=C/c2ccc(O)c([N+](=O)[O-])c2)[nH]c1=O | 9% | 3% | -13% | ? | ? | 4% | ? | -2% | 0
36 | COc1ccc(-n2c(SCC(=O)Nc3ccc4c(c3)OCO4)nc3c([nH]c4ccccc43)c2=O)cc1 | -9% | -8% | -20% | 26%[57.1 µM] | -4% | -4% | -1%[57.1 µM] | 0% | -1
37 | CSc1ccc(NC(=O)N2CC(C)OC(C)C2)cc1 (stereo not drawn) | 12% | -6% | -23% | 4% | -21% | -4% | -3% | -2% | -3
38 | Cc1cccc(C(=O)NC2CCN(CC(=O)Nc3ccccc3Cl)CC2)c1 | 6% | 0% | -17% | 15%[57.1 µM] | 6% | -2% | -5% | -8% | -2
39 | CCOC(=O)N1CCN(S(=O)(=O)CCNC(=O)c2ccc(OC)cc2)CC1 | 10% | 0% | -5% | 4% | -3% | -2% | 0% | -5% | -5
40 | Cc1ccc(-c2cc(C(=O)NN=C3CCCC3)c3ccccc3n2)cc1 | -1% | -7% | -19% | 4%[57.1 µM] | -30% | -4% | 13%[57.1 µM] | 0% | 2
41 | CCN1C[C@@H]2[C@@H]3C(=O)N(Cc4ccccc4)C(=O)[C@@H]3[C@](C)(C1=O)N2C(=O)c1ccc(F)cc1 | 21% | 3% | -3% | 9% | -2% | 1% | 7%[57.1 µM] | -2% | -2
42 | Cc1nnc(NC(=O)C2CCN(C(=O)c3ccco3)CC2)s1 | 13% | 5% | -9% | 22% | -2% | 9% | 1% | -3% | -10

Quoted at random: three records from the list, in no set order.
item | SMILES | mIDH1 inhibitor | Vif-APOBEC3G blk | USP1-UAF1 inh | rTrxR1 inhibitor | RGS4 inh | Vif-APOBEC3F blk | TrxR1 substrate | Glioma ERSR ind | LDHA inh
33 | O=C1/C(=C/c2cccnc2)SC(=NCc2ccccc2)N1Cc1ccccc1 | 2% | -11% | -15% | 9% | -25% | -34% | 6% | 0% | 1
34 | CC1=C(c2ccc(C)c(C)c2)S(=O)(=O)N=C1N1CCC(C(=O)NCc2ccc(N(C)C)cc2)CC1 | / | / | ? | 3%[57.1 µM] | -21% | / | -5%[57.1 µM] | / | -7
40 | Cc1ccc(-c2cc(C(=O)NN=C3CCCC3)c3ccccc3n2)cc1 | -1% | -7% | -19% | 4%[57.1 µM] | -30% | -4% | 13%[57.1 µM] | 0% | 2
